Hsp70 displacement – small molecules displacing fluorescent ligand from Hsp70 – biochemical, fluorescence polarization, primary screen (AID 583); Hsp70 fluorescence polarization probe displacement, mP; higher % means a stronger effect; one-dose displacement, % at 20 µM; IC50 in µM for titrated hits; actives 0.06% (n = 140,000); in the data active = displacement above about 50%;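 also: plate controls were vehicle for no effect and reference ligand for full effect; a part of the inactive calls stands beside numbers as strong as those of hits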
MKP-3 inhibition – inhibition of rat DUSP6 enzyme activity – biochemical, in vitro, primary screen (AID 425) | recombinant MKP-3 phosphatase activity, fluorescence; higher % means a stronger effect | inhibition, % at 20 µM, or IC50 in µM where a hit was titrated | actives 0.17% (n = 110,000); in the data active = inhibition above about 50%;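 also: plate controls were vehicle for no effect and reference inhibitor for full effect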
Active calls of the source: *; x = no result given; & = joins results of further samples. A portion of the library; the hit share may differ from the screen's.

Hsp70 displacement | MKP-3 inhibition | SMILES
-4.4% | 1% | Cc1c(Cc2ccccc2)c(=O)oc2c(C)c(OCC(=O)N(C)C)ccc12
0.7% | -4% | Cc1ccc(N2C(=O)CC(Sc3ccc4ccccc4c3)C2=O)cc1 (centres undefined)
-1.8% | 0% | COC(=O)c1cccc(Nc2cc(C)nc(-c3ccccc3O)n2)c1
7.7% | x | Cc1ccc(-c2cc(C(F)(F)F)n3nc(C(=O)Nc4c(C)n(C)n(-c5ccccc5)c4=O)cc3n2)cc1
3.4% | 0% | Cc1ccc(CNC(=O)C2C3C=CC(C3)C2C(=O)O)cc1 (centres undefined)
1.2% | 2% | COc1ccc(-c2c3c(=O)n(C)c(=O)n(C)c3cn2-c2cccc(OC)c2)cc1
2.5% | 0% | CCOC(=O)c1ccccc1NC(=O)CCNS(=O)(=O)c1ccccc1[N+](=O)[O-]
5.0% | 0% | O=C1CC(N2CCN(c3ccccn3)CC2)C(=O)N1c1ccc(Br)cc1 (centres undefined)
6.6% | 3% | CC(=O)N1CCc2cc(C(=O)CN3CCC(C)CC3)ccc21
5.9% | -3% | CCOC(=O)C1C(c2ccccc2Cl)NC(=O)N(C)C1(O)C(F)(F)F (centres undefined)
3.6% | -2% | CNC(=O)C(=O)Nc1c(C)cccc1C
6.3% | -3% | C=CCOCC(O)CSCc1ccc(Cl)cc1 (centres undefined)
0.6% | 4% | COc1ccc(C(=O)CSc2nnc(-c3ccccn3)n2Cc2ccco2)cc1
-3.1% | x | Nc1ccc(C(=O)Nc2ccco2)cc1
-6.6% | 4% | CC1CCN(CCC(=O)N/N=C/c2ccc(N(C)C)cc2)CC1
-17% | 4% | N#C/C(=C\c1ccc(-c2ccc(Cl)cc2)o1)c1ccc(Cl)cc1
3.5% | -4% | COC(=O)CN(c1cc(C)ccc1C)S(=O)(=O)c1ccccc1
-4.7% | 9% | CCCn1c(CNC(=O)Cc2ccccc2)nc2ccccc21
-4.4% | x | Cc1cc(C)c2cc(CN(Cc3nnnn3Cc3ccc(F)cc3)C3CCCC3)c(=O)[nH]c2c1
-3.5% | -4% | CC(C)OC(=O)CCNc1n[nH]c(=O)[nH]c1=O
-2.7% | 0% | O=C(N/N=C/c1ccc(O)c([N+](=O)[O-])c1)c1cccnc1
6.5% | 4% | CCOC(=O)CC(=O)CSc1nc2c(c(C)c1C#N)CCC2
0.5% | -6% | Cc1c(C(O)CN2CCC(C(N)=O)CC2)c2ccccc2n1C (centres undefined)
1.2% | -10% | CCC(C)(C)NC(=O)C(c1cccn1C)N(Cc1ccc(C)cc1)C(=O)Cn1nnc2ccccc21 (centres undefined)
1.9% | 0% | Cc1ccc(N2C(=O)SC(Nc3ccc(C)c(Cl)c3)C2=O)cc1 (centres undefined)
1.1% | -4% | COc1ccc(CNC(=O)C2CCN(C(=O)N3CCOc4ccc(C)cc43)CC2)cc1
4.8% | 0% | CCC(=O)N1N=C2c3cc(OC)ccc3CCC2C1c1ccc(N(C)C)cc1 (centres undefined)
0.4% | 2% | O=C(CSC(=S)N1CCOCC1)c1ccc([N+](=O)[O-])cc1
0.8% | x | CCOC(=O)C(CSCC(=O)c1ccc(Cl)cc1Cl)NC(=O)OC(C)(C)C (centres undefined)
-1.8% | -9% | Cc1n[nH]c(C)c1S(=O)(=O)N1CCCC(C(=O)Nc2ccc3c(c2)OCCO3)C1 (centres undefined)
-3.3% | -1% | Cc1ccccc1C(=O)Nc1ccc2c(c1)OCO2
-1.1% | -1% | COc1ccccc1/C=C(/C#N)c1nc2ccc(C)cc2[nH]1
-3.1% | x | CC(=O)c1[nH]c(C)c(C(C)=O)c1C
-0.4% | -6% | NC(=O)c1sc2nc3c(c(-c4cccs4)c2c1N)CCCC3
3.8% | -1% | CCCCNCCCCCCOc1c(C)cccc1C
1.3% | 4% | CC(C)(C)c1cc(C(=O)O)nn1-c1ccccc1
-0.1% | 0% | Cc1nc2ccc(C(C(F)(F)F)(C(F)(F)F)C(F)(F)F)cc2[nH]1
2.6% | 3% | O=C1SC(Nc2ccc(O)cc2)C(=O)N1c1ccccc1 (centres undefined)
0.7% | -5% | COc1ccc(NC(=S)NC(=O)c2ccc(OC)cc2)cc1
-1.1% | 2% | O=C1CC(N2CCC(c3nc4ccccc4o3)CC2)C(=O)N1c1ccc(Cl)cc1 (centres undefined)
3.5% | 0% | CCOC(=O)N1CCN(Cc2nc3c(c(=O)n(C)c(=O)n3C)n2Cc2ccc(F)cc2)CC1
-17% | -7% | CCOC(=O)/C=c1\s/c(=C\c2ccc3c(c2)OCCO3)c(=O)n1CC(=O)NCC1CCCO1 (centres undefined)
-1.4% | -3% | Cc1cccc(OCc2nnc(SCC(=O)c3cccs3)n2C)c1C
-4.9% | x | CC(=O)c1c(C)[nH]c(C(=O)CSc2nnc(-c3ccccc3)n2Cc2ccc3c(c2)OCO3)c1C
-2.5% | x | CC(C)(C)NC(=O)CCC1COc2ccccc2O1 (centres undefined)
2.9%&-1.4% | -7%&2% | Cc1cccc(NC2=NC3(CCCCC3)N=C(N)N2)c1C
0.4% | 5% | O=C(CSc1nnc(-c2ccco2)o1)c1ccc(Br)cc1
-3.6% | x | COC(=O)Nc1ccc(S(=O)(=O)Nc2cccc3ccccc23)cc1
x | 2% | O=C(NCc1ccc2c(c1)OCO2)C1CCN(S(=O)(=O)c2ccc(Br)s2)CC1
3.8% | -5% | CC(CCc1ccccc1)C(=O)NO (centres undefined)
0.2% | x | CC(C)(C)OC(=O)C1C(=O)CC(C)(O)C(C(=O)OC(C)(C)C)C1c1cccnc1 (centres undefined)
0.9% | 5% | CN(c1ccc(C(=O)Nc2cc(Cl)cc(Cl)c2)cc1)S(=O)(=O)c1ccccc1
5.6% | -1% | COc1ccc(OC)c(N=c2oc3cc(O)ccc3cc2C(N)=O)c1
0.7% | x | CN(C1=C(N2CCCCC2)C(=O)c2ccccc2C1=O)c1ccccc1
-2.0% | x | CCC(=O)NC(Nc1sc2c(c1C(=O)OC)CCN(C)C2)(C(F)(F)F)C(F)(F)F
2.8% | -3% | Cc1ccc(C2CC(C(F)(F)F)n3nc(C(=O)Nc4ccc(C(C)O)cc4)cc3N2)cc1 (centres undefined)
-5.2% | -9% | O=C(CN(C(=O)Cn1nnc(-c2cccs2)n1)c1cnc2ccccc2c1)NCC1CCCO1 (centres undefined)
0.6% | 9% | O=C1CCC(=O)N1c1nc2nc(-c3ccccc3)cc(-c3ccccc3)n2n1
-5.4% | 10% | COCCNc1oc(-c2ccc(C)cc2)nc1C#N
0.4% | -7% | Cn1c(N2CCOCC2)nc2c1c(=O)n(Cc1ccc(Cl)c(Cl)c1)c(=O)n2C

Next structures follow.
Hsp70 displacement | MKP-3 inhibition | SMILES
1.9% | -4% | CCOc1ccc2nc(C)cc(C(=O)O)c2c1
3.2% | -14% | O=c1c2ccccc2nc2n1CCN2Cc1ccc(Cl)cc1
-3.2% | x | Cc1ccccc1/C(N)=N/OC(=O)/C=C/c1ccccc1
0.0% | x | CC1CCc2c(sc3ncnc(N4CCN(S(=O)(=O)c5cccc6nonc56)CC4)c23)C1 (centres undefined)
0.2% | -3% | CCc1nn(C(C)C(=O)N2CCN(Cc3ccccc3)CC2)c(=O)c2cc3occc3n12 (centres undefined)
3.1% | -3% | CC(NS(C)(=O)=O)C(c1cccs1)N1CCN(Cc2ccccc2)CC1 (centres undefined)
-4.9% | -1% | COCc1cc(=O)n2c(-c3ccccc3OC)n[nH]c2n1
2.0% | -8% | COc1ccc(COC(=O)N/N=C(\C)CC(=O)Nc2c(C)cc(C)cc2C)cc1
19% | 4% | O=C(CCCN1C(=O)c2ccccc2C1=O)Nc1ccccc1C(=O)N1CCCCC1
3.7% | -3% | Cc1ccc(CC2C(=O)N(c3ccc(C)cc3)C(=O)C2C)cc1 (centres undefined)
0.5% | -1% | CCN(CC)CCCNC(=S)Nc1cccc(Cl)c1
3.0% | 4% | Oc1oc(-c2ccccc2)nc1C=Nc1ccc(Cl)c2cccnc12
2.0% | -4% | CCNc1nc(NCC)nc(-n2nc(C)cc2C)n1
-1.8% | -1% | COc1ccc(NC(=O)c2ccc3c(c2)C(=O)N(c2cccc(C)c2)C3=O)cc1
1.9% | 1% | CCC(SC1=NCCS1)C(=O)N1c2ccccc2Sc2ccccc21 (centres undefined)
8.3% | x | COc1ccc(C=NC(CO)C(O)c2ccc([N+](=O)[O-])cc2)cc1 (centres undefined)
5.7% | -4% | C=CCn1c(N)c(S(=O)(=O)c2cccs2)c2nc3ccccc3nc21
2.7% | -5% | Cc1ccc(C2C(C#N)=C(N)Oc3c2oc(CO)cc3=O)o1 (centres undefined)
-9.1% | 6% | CCOc1ccccc1/C=C1/SC(NC(C)=O)=NC1=O
4.6% | 5% | O=C(O)c1cc(NC(=O)c2ccc3c(c2)C(=O)N(CC2CCCO2)C3=O)cc(C(=O)O)c1 (centres undefined)
1.0% | x | O=C(Nc1nc2ccc(Cl)cc2s1)c1ccco1
-3.0% | 4% | COc1ccc(CCNC(=O)Cn2cnc3c(cnn3C(C)(C)C)c2=O)cc1OC
8.4% | 2% | CCN(CC)/C(N)=N/c1nc(C)cc(C)n1
-0.3% | -4% | CCCOc1ccc(C2c3c(oc4cc(C)c(C)cc4c3=O)C(=O)N2CCCN(C)C)cc1 (centres undefined)
-0.5% | -13% | COc1ccc(NC(=O)Nc2cccc(OC)c2)cc1
11% | x | Cc1c(Cl)cnc(NC(=O)COC(=O)CCS(=O)(=O)c2ccccc2)c1Cl
x | 2% | O=C(NCc1ccccn1)Nc1ccc(F)cc1
4.3% | 1% | Cc1noc(C)c1C(=O)Nc1sc2c(c1C(N)=O)CCCCC2
-9.1% | -2% | CCOC(=O)c1c(-c2ccc(Br)cc2)csc1NC(=S)NC(C)=O
9.0% | x | Cc1ccc(NC(=S)NNC(=O)C2CC2c2ccc(C)cc2)cc1 (centres undefined)
2.5% | 2% | CN(C)c1ccc(-c2nc3ccccc3n2C)cc1
-1.9% | -4% | CCCCNC(=O)c1ccc(NS(=O)(=O)c2ccccc2)cc1
-0.8% | 10% | Cc1cc(C)c(/C=N/O)c(C)c1/C=N/O
-2.8% | x | Cc1ccc(S(=O)(=O)/N=c2\sccn2C)cc1
-5.9% | -10% | CC(C)N=C(NC#N)SCc1ccc(F)cc1
1.9% | x | CCOc1ccc(N=c2scc(-c3ccccc3)n2CCO)cc1
4.2% | -7% | CCCOC1CCCN(C(=O)c2cc(Cl)c(Cl)cc2C(=O)O)C1 (centres undefined)
-0.7% | 0% | CCOc1ccc(N2CC(C(=O)Nc3ccccc3OC)CC2=O)cc1 (centres undefined)
0.6% | -4% | COC(=O)c1ccccc1NC(=O)CN1C(=O)c2ccccc2S1(=O)=O
1.5% | -13% | Cc1ccc(S(=O)(=O)N2CCOCC2)cc1C(=O)Nc1nc(-c2cccnc2)cs1
1.4% | 4% | Cc1ncc([N+](=O)[O-])n1CC(O)CCl (centres undefined)
-0.7% | -5% | COc1cccc(CNC(=O)CN(c2cc(C)cc(C)c2)S(=O)(=O)c2c(C)noc2C)c1
1.0% | 0% | COc1ccc(-c2nc(-c3ccc(C(=O)O)cc3)[nH]c2-c2ccc(OC)cc2)cc1
-4.7% | 0% | COc1cccc2sc(NC(=O)c3ccc(S(=O)(=O)N4CCOCC4)cc3)nc12
1.8% | 1% | CC(=O)c1ccc(N2C(=O)CC(SC(=NCCc3ccccc3)Nc3ccc(F)cc3)C2=O)cc1 (centres undefined)
8.2% | -10% | Cc1ccc(C2C(C(=O)c3cccs3)=C(O)C(=O)N2CCN2CCOCC2)o1 (centres undefined)
0.9% | -2% | O=C(Nc1nnc(COc2ccc(F)cc2)s1)c1cccs1
1.2% | 2% | COCCOC(=O)c1c(C)oc2ccc(O)cc12

15 successive entries from above:
Hsp70 displacement | MKP-3 inhibition | SMILES
-2.8% | x | Cc1ccc(S(=O)(=O)/N=c2\sccn2C)cc1
-5.9% | -10% | CC(C)N=C(NC#N)SCc1ccc(F)cc1
1.9% | x | CCOc1ccc(N=c2scc(-c3ccccc3)n2CCO)cc1
4.2% | -7% | CCCOC1CCCN(C(=O)c2cc(Cl)c(Cl)cc2C(=O)O)C1 (centres undefined)
-0.7% | 0% | CCOc1ccc(N2CC(C(=O)Nc3ccccc3OC)CC2=O)cc1 (centres undefined)
0.6% | -4% | COC(=O)c1ccccc1NC(=O)CN1C(=O)c2ccccc2S1(=O)=O
1.5% | -13% | Cc1ccc(S(=O)(=O)N2CCOCC2)cc1C(=O)Nc1nc(-c2cccnc2)cs1
1.4% | 4% | Cc1ncc([N+](=O)[O-])n1CC(O)CCl (centres undefined)
-0.7% | -5% | COc1cccc(CNC(=O)CN(c2cc(C)cc(C)c2)S(=O)(=O)c2c(C)noc2C)c1
1.0% | 0% | COc1ccc(-c2nc(-c3ccc(C(=O)O)cc3)[nH]c2-c2ccc(OC)cc2)cc1
-4.7% | 0% | COc1cccc2sc(NC(=O)c3ccc(S(=O)(=O)N4CCOCC4)cc3)nc12
1.8% | 1% | CC(=O)c1ccc(N2C(=O)CC(SC(=NCCc3ccccc3)Nc3ccc(F)cc3)C2=O)cc1 (centres undefined)
8.2% | -10% | Cc1ccc(C2C(C(=O)c3cccs3)=C(O)C(=O)N2CCN2CCOCC2)o1 (centres undefined)
0.9% | -2% | O=C(Nc1nnc(COc2ccc(F)cc2)s1)c1cccs1
1.2% | 2% | COCCOC(=O)c1c(C)oc2ccc(O)cc12

Further compounds:
Hsp70 displacement | MKP-3 inhibition | SMILES
-4.0% | 3% | Cc1cc(-n2cc(I)c(=O)[nH]c2=O)nc(-c2ccccc2)n1
3.2%&-3.2% | 0% | S=C1NC(c2ccccc2)N2C(=S)NC(c3ccccc3)N12 (centres undefined)
4.0% | 2% | Cc1ccc(S(N)(=O)=O)cc1NC(=O)c1ccc([N+](=O)[O-])cc1Cl
2.6% | 3% | O=C(O)CCCCCN1C(=O)C(O)=C(C(=O)/C=C/c2ccccc2)C1c1cccc(F)c1 (centres undefined)
-0.3% | 2% | CCC(C)(C)C1CCc2c(sc(NC(=O)CCCC(=O)O)c2C(N)=O)C1 (centres undefined)
